# Compound activity from PubChem.
# PGK inhibitor = blocks T. brucei phosphoglycerate kinase. P07378. Potency, µM (top dose mostly 57.5 µM), for inactives: top-dose activity change, negative = inhibition, actives largely listed as inhibitors. actives 0.043% (n = 380,000). PGK/GAPDH coupled, Kinase-Glo luminescence, 60 min; also: potency is read from the fitted curve at half-maximal effect; % is scaled to controls: 0 for no effect and ±100 for the full control effect; nearly all actives have a fitted effect of over 60% in size
#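 Recombinant glycosomal PGK reaction used 1,3-bisphosphoglycerate generated in-well by GAPDH (100nM final) in 100mM TEA pH 7.6, 5mM MgCl2, 0.01% Tween-20. After 60 minutes at room temperature, ATP was read by Kinase-Glo Plus luminescence end-point.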
# PI4K2A inh = inhibitors of human PI4K2A | purified PI4K2A, ADP-Glo luminescence, 1 h; stronger effect = lower value | activity change, negative = inhibition, % at 76.9 µM | actives 0.13% (n = 420,000) | AID 1346378; in the data active = activity change below about -50%; inconclusive = mostly about -30% to -49%;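 also: -100% = wells without enzyme as full effect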
#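 PI4K2A activity was measured by ADP-Glo luminescence: enzyme (4 ug/mL stock) and phosphatidylinositol (1.2 mM stock) in Tris pH 7.5/MgCl2/EGTA/Triton X-100 buffer were reacted with ATP (300 microM stock) for one hour at ambient temperature.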
# BAZ2B block = BAZ2B (human) inhibition; AID 504333; Potency, µM (doses to about 114 µM), for inactives: top-dose activity change, negative = inhibition, usual class: inhibitors; actives 4.4% (n = 360,000); AlphaScreen BAZ2B-H3K14Ac peptide displacement; Q9UIF8; also: potency is read from the fitted curve at half-maximal effect; % is scaled to controls: 0 for no effect and ±100 for the full control effect; nearly all actives have a fitted effect of over 60% in size
#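 AlphaScreen luminescence quantifies BAZ2B engagement of H3K14Ac peptide; the protein and biotinylated peptide are both at 50 nM final, buffer PBS pH 7.4 with 0.01% Tween-20, all steps at room temperature.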
# G9a block = G9a (human) methyltransferase inhibition; actives 8.8% (n = 350,000); Potency, µM (titrated, usually from 102 µM), inactives show top-dose activity, negative = inhibition, most hits filed as inhibitors; G9a H3K9 monomethylation, AlphaScreen, 2 h; AID 504332; also: potency is read from the fitted curve at half-maximal effect; % is scaled to controls: 0 for no effect and ±100 for the full control effect; nearly all actives have a fitted effect of over 75% in size
#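 Readings reflect AlphaScreen signal from monomethyl-H3K9 antibody detection. HMT at 20 nM; substrate b-H3K9 500 nM; cofactor SAM 20 uM; 2 h RT reaction; compounds tested as titrations in qHTS with 15 min preincubation.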
# GLS inhibitor = glutaminase GLS (human) inhibition; AID 624170; GLS enzymatic activity, qHTS titration; actives 0.21% (n = 410,000); Potency, µM (series often up to 45.5 µM), without a hit: at the highest dose activity change, negative = inhibition, hits mostly inhibitors; O94925; also: potency is read from the fitted curve at half-maximal effect; % is scaled to controls: 0 for no effect and ±100 for the full control effect
#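 Assay buffer: 45 mM KH2PO4 pH 8.2, 0.02% Tween-20. hKGA acts on L-glutamine (1 mM solution added); product glutamate is reported by an oxidase/peroxidase Amplex Red coupling, with fluorescence taken at baseline and 30 min.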
# JMJD2A Tudor inh = blocks the human JMJD2A Tudor domain. AlphaScreen JMJD2A-Tudor / H3K4me3 peptide binding. Potency, µM (top dose mostly 114 µM), for inactives: at the top dose activity change, negative = inhibition, most hits filed as inhibitors. actives 4.4% (n = 390,000). AID 504339; also: potency is read from the fitted curve at half-maximal effect; % is scaled to controls: 0 for no effect and ±100 for the full control effect; nearly all actives have a fitted effect of over 50% in size
# Pin1 inhibitor = human Pin1 inhibition; Pin1 FP peptide displacement, HiFluor488, 10 min; actives 0.009% (n = 390,000); Potency, µM (doses to about 115 µM), inactives show at the highest dose activity, negative = inhibition, actives largely listed as inhibitors; active = well fitted inhibition curve with a large enough effect in the polarisation, with a control signal flat, not every such curve was filed as active; inconclusive = small, poorly fitted or top-dose-only effect, or effect the other way, or a change in a side signal; inactive = no such curve, though single readings can be large or run the other way; the % refers to the polarisation; also: potency is read from the fitted curve at half-maximal effect; % is scaled to controls: 0 for no effect and ±100 for the full control effect
# Target sequence (Q13526 whole entry, looked up): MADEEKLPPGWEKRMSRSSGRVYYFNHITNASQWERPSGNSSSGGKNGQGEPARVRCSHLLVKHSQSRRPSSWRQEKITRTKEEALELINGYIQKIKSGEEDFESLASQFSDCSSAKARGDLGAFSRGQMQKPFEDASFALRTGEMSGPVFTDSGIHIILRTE
# HP1b chromo inh = blocks HP1-beta chromodomain binding to methylated histone tails; P83916; AlphaScreen HP1-beta / biotin-H3K9me3 peptide binding; Potency, µM (series often up to 114 µM), inactives show at the top dose activity change, negative = inhibition, usual class: inhibitors; actives 0.56% (n = 390,000); AID 540317; also: potency is read from the fitted curve at half-maximal effect; nearly all actives have a fitted effect of over 70% in size; inactives centre near 23
# Target sequence (P83916 whole entry, looked up): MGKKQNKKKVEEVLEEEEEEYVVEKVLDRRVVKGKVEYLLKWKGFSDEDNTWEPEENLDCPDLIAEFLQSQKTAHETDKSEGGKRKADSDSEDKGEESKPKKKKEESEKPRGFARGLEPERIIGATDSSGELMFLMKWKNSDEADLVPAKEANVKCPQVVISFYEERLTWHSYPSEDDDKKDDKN
#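 Compound inhibition of the preformed complex between 50 nM HP1-beta and 50 nM biotinylated H3K9me3 peptide was read by AlphaScreen. Buffer was PBS pH 7.4 with 0.01% Tween-20. Incubations ran 30 min at room temperature, with 10 ug/mL donor/acceptor beads.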
# POLH inh = inhibitors of human DNA polymerase eta | Q9Y253 | recombinant Pol eta, fluorescent DNA replication assay | Potency, µM (series often up to 114 µM), for inactives: at the highest dose activity change, negative = inhibition, hits mostly inhibitors | actives 1.2% (n = 390,000); also: potency is read from the fitted curve at half-maximal effect; % is scaled to controls: 0 for no effect and ±100 for the full control effect
# Target sequence (Q9Y253 whole entry, looked up): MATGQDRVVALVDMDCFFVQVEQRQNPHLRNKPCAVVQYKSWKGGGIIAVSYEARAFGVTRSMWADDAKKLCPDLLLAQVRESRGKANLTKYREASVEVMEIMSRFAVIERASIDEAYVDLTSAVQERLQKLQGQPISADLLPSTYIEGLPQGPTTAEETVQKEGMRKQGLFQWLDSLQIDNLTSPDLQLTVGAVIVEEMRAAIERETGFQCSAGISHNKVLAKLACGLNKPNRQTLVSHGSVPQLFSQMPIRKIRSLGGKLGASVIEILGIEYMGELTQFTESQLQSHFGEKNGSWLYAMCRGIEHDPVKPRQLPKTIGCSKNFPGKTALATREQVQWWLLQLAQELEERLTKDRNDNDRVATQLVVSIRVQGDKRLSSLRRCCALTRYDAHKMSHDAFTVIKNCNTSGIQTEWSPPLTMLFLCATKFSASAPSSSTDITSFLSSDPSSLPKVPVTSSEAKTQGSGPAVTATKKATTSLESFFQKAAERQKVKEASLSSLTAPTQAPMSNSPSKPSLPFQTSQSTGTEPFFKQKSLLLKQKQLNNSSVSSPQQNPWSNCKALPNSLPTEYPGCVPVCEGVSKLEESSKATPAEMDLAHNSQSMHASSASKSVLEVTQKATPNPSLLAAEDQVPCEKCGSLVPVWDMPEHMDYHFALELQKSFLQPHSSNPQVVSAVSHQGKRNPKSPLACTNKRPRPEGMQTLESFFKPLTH
#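 Pol eta at 10 nM preincubated with compounds 15 min at room temperature; reaction started with fluorescent substrate (50 nM final) and read kinetically at 0 and 10 min.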
# Active calls of the source: *; i = inactive; ? = inconclusive; nt = not tested or not shown; & = joins results of further samples; [ ] = remark or other dose. Unless noted, calls follow the shape of the dose curve; as a rule, active = well fitted curve in the direction sought with a large enough effect; inconclusive = small, poorly fitted or top-dose-only effect, or another doubt; inactive = no such curve, though single readings can be large; an effect the other way counts as inactive or inconclusive.
nr	molecule	PGK inhibitor	PI4K2A inh	BAZ2B block	G9a block	GLS inhibitor	JMJD2A Tudor inh	Pin1 inhibitor	HP1b chromo inh	POLH inh
1	COc1ccc(-c2nc(CN3CCCCC3c3cccnc3)c(C)o2)c(F)c1 (stereo not given)	0%	4	-31%	-39%	3%	-23%	9%	15%	-1%
2	COc1cc(C)c(NC(=O)COc2ccc3c(c2)CCC3)cc1OC	i	-2	-2%	-1%[12.7 µM]	1%	-6%	0%	26%	-14%
3	Cc1cc(C)cc(NC(=O)CN2CCN(c3ccccc3)CC2)c1	nt	4	-9%	14%	12%	-5%	4%	51%[activator]	-29%
4	Cc1ccccc1OCC(=O)Nc1ccccc1NC(=O)c1ccco1	-3%	5	0%	?	12%	-23%	-9%	-11%	-18%
5	CSc1ccc(CCNC(=O)C2CCCN(S(=O)(=O)N(C)c3ccc(F)cc3)C2)cc1 (stereo not given)	-7%	0	-17%	-6%[59 µM]	-7%	-16%	-9%	0%	-14%
6	CCN1C(c2ccccc2)=C(c2ccccc2)S/C1=C\C=C1/SC(=S)N(C)C1=O	?	-1	nt	nt	-8%	7.9µM*	26%	8.9µM*	-7%
7	C(=NOCc1ccccc1)c1ccncc1	-3%	4	nt	nt	-3%	-3%	3%	40%[activator]	-14%
8	O=C(NNC(=O)c1ccccc1-c1ccccc1C(=O)O)c1ccccc1	-3%	-2	-19%	?	-3%	3%	0%	43%[activator]	-11%
9	Cc1[nH]c(-c2ccc3c(c2)OCO3)nc1C(=O)O	-7%	7	50µM*	10µM*	5%	22µM*	0%	10%	5%
10	O=C(CSc1nnc(-c2cccnc2)n1Cc1ccccc1)NCc1ccco1	nt	-5	-32%	-24%	1%	-31%	-10%	27%	-12%
11	CCN1C(=O)C(CC(=O)Nc2ccc(F)cc2)N(CCc2ccc(OC)cc2)C1=S (stereo not given)	1%	0	-13%	16%[12.7 µM]	0%	5%	-6%	36%	-1%
12	CCOC(=O)C1C(c2ccc(OC)cc2)N(C)OC1(O)C(F)(F)F (stereo not given)	i	0	-14%	11%	1%	-3%	9%	48%[activator]	-15%
13	CC(C)(C)Nc1cccccc1=O	-9%	-2	-3%	45µM*	-17%	-9%[11.4 µM]	2%	42%[activator]	6%
14	COCCCN(C(C)=O)c1nc(-c2ccc(OC)cc2)cs1	-7%	-2	4%	4%[59 µM]	2%	4%	-1%	41%[activator]	-1%
15	CC(C)Cn1c(N)c(C(=O)CSc2nc3ncc(Cl)cc3[nH]2)c(=O)n(C)c1=O	-6%	1	2%	28µM*	-12%	?	23%	23%	?
16	O=C1[C@@H]2CSCN2C(=O)CN1Cc1ccc(F)cc1	i	6	1%	-8%[59 µM]	9%	-15%	-17%	20%	-20%
17	COc1cc(CN2CCN(c3ncccn3)CC2)cc(OC)c1	9%	2	1%	nt	8%	-11%	1%	25%	-3%
18	COc1ccc(/C=N/NC(=O)c2ccc3c(c2)OCCO3)cc1[N+](=O)[O-]	-1%	-3	-2%	67%[activator][59 µM]	4%	-9%	-1%	40%	-4%
19	O=C(COc1ccc([N+](=O)[O-])cc1)Nc1nc(-c2ccccn2)cs1	i	-4	56µM*	35µM*	0%	28µM*	?	9%	-17%
20	O=C(/C=C/c1ccc(S(=O)(=O)N2CCOCC2)cc1)Nc1ccc(F)c(F)c1F	2%	5	nt	nt	8%	-2%	0%	35%	-21%
21	COC(=O)C1=C(C)NC(C)=C(C(=O)OC)C1c1ccco1	i	-4	-18%	10%	15%	-9%	2%	47%[activator]	11%
22	Cc1sc(NC(=O)CSc2nnc(COc3ccccc3)n2C)c(C#N)c1C	2%	3	-4%	-7%[59 µM]	3%	-9%	?	13%	-1%
23	COc1cc(O)c(C(CC(=O)N2CCN(c3ccccc3)CC2)c2ccc3c(c2)OCO3)c(OC)c1 (stereo not given)	-10%	2	?	-50%[59 µM]	12%	?	2%&1%	-16%&1%	-25%
24	CCCN(CC(=O)Nc1ccccc1C)C(=O)c1sc2ccccc2c1Cl	-3%	1	7%	-10%[59 µM]	2%	-20%	-5%	18%	-18%
25	CCOC(=O)CN(C(=O)CNC(=O)c1cccs1)C(C(=O)NC1CCCCC1)c1cccs1 (stereo not given)	-8%	5	-3%	15%[59 µM]	-5%	-2%	1%	38%	-13%
26	COc1ccc(/C=N/NC(=O)c2cc(-c3ccccc3)nc3ccccc23)cc1O	i	2	-31%	-1%	4%	-26%	-16%	-18%	-25%
27	O=C(Nc1nc2c(F)cc(F)cc2s1)c1ccc2c(c1)OCCO2	nt	-1	-35%	-2%[12.7 µM]	1%	?	-1%	70%[activator][57 µM]	nt
28	COc1ccc(-c2cn3cccnc3n2)cc1NS(=O)(=O)c1ccccc1	5%	6	-7%	-12%	3%	-6%	-3%	35%	-24%
29	Cc1cccc2c1-c1sc(C(=O)N3CCc4ccccc4C3)cc1CO2	-2%	2	134%[activator]	171%[activator]	-11%	63%[activator]	-7%	136%[activator]	-8%
30	CC(C)(C)C(=O)CSc1nc2ncc(Br)cc2[nH]1	i	7	-14%	50µM*	-12%	?	-5%	54%[activator]	-3%

# Profiles from above. Order of screens: PGK inhibitor, PI4K2A inh, BAZ2B block, G9a block, GLS inhibitor, JMJD2A Tudor inh, Pin1 inhibitor, HP1b chromo inh, POLH inh
# Cc1ccccc1OCC(=O)Nc1ccccc1NC(=O)c1ccco1 is entered as -3%, 5, 0%, ?, 12%, -23%, -9%, -11%, -18%
# O=C1[C@@H]2CSCN2C(=O)CN1Cc1ccc(F)cc1 is entered as i, 6, 1%, -8%[59 µM], 9%, -15%, -17%, 20%, -20%
# Cc1[nH]c(-c2ccc3c(c2)OCO3)nc1C(=O)O is entered as -7%, 7, 50µM*, 10µM*, 5%, 22µM*, 0%, 10%, 5%
# CC(C)(C)C(=O)CSc1nc2ncc(Br)cc2[nH]1 is entered as i, 7, -14%, 50µM*, -12%, ?, -5%, 54%[activator], -3%
# CCN1C(=O)C(CC(=O)Nc2ccc(F)cc2)N(CCc2ccc(OC)cc2)C1=S (stereo not given) is entered as 1%, 0, -13%, 16%[12.7 µM], 0%, 5%, -6%, 36%, -1%

# Going on with the list.
nr	molecule	PGK inhibitor	PI4K2A inh	BAZ2B block	G9a block	GLS inhibitor	JMJD2A Tudor inh	Pin1 inhibitor	HP1b chromo inh	POLH inh
31	Cc1cc(C)c(S(=O)(=O)N(C)c2ccccc2)c(C)c1	-2%	0	92%[activator]	159%[activator]	0%	173%[activator]	-1%	245%[activator]	-14%
32	CCN(CC)S(=O)(=O)c1ccc2oc(C(=O)Nc3ccc(Br)cc3F)c(C)c2c1	-9%	2	0%	-24%[59 µM]	-9%	-11%	5%	12%	-12%
33	N/C(=N\OC(=O)c1ccc(Cl)c([N+](=O)[O-])c1)c1ccccc1	-9%	-2	-2%	nt	-1%	-13%	-1%	24%	-9%
34	CNc1ccc(/C=C(\C#N)C(=O)Nc2ccccn2)cc1[N+](=O)[O-]	16%	-2	2%	18%	13%	-14%	-11%	1%	-3%
35	CC(C)c1ccc(NC(=O)C2CCN(C(=O)[C@@H]3Cc4ccccc4CN3)CC2)cc1	-3%	1	-22%	nt	2%	-21%	1%	16%	-4%
36	CC(C)(C)OC(=O)NN1CC(=O)N2Cc3[nH]c4ccccc4c3C[C@H]2C1=O	3%	5	4%	2%	11%	-9%	0%	28%	-12%
37	Cc1ccc(/C=N/NC(=O)NN(C)c2ncc(C(F)(F)F)cc2Cl)cc1	-7%	-4	4%	32%	-1%	-28%	0%	2%	-17%
38	CCSc1nnc(NC(=O)C(C)Sc2nc3ccccc3[nH]2)s1 (stereo not given)	-4%	-2	-6%	?	10%	-23%	-13%	15%	?
39	CCN(CC)CCNC(Cc1ccccc1)c1cccc(OC)c1 (stereo not given)	-4%	-4	nt	nt	6%	-19%	0%	1%	-16%
40	O=C(c1cccc(S(=O)(=O)NCCOc2ccccc2)c1)N1CCN(c2ncccn2)CC1	7%	-5	3%	-11%[59 µM]	-9%	-6%	-7%	32%	-6%
41	Cc1noc(C)c1CSc1ncnc2sc(C)c(C)c12	-19%	-5	-4%	23%[59 µM]	-2%	7%	1%	70%[activator]	-4%
42	O=C(CN1C(=O)c2cccc3cccc1c23)N1CCN(c2ccccc2)CC1	i	1	-4%	7%[59 µM]	10%	10%	11%	14%	-4%
43	CCN(CC)c1ccc(C(=O)NCc2ccc3c(c2)CCN3C(=O)c2cccc(C)c2)cc1	i	1	-20%	-27%[59 µM]	-2%	-33%	25%	21%	-17%
44	CC(C)C(=O)Nc1nnc(Sc2ccc(N(C)C)cc2)s1	-4%	-2	-33%	?	-6%	-16%	3%	-3%	-6%
45	Cn1ccc2cc(NC(=O)Nc3cccnc3)ccc21	5%	1	nt	nt	20%	-25%	25%	12%	-23%
46	Cc1ccc(CNC(=O)c2cc(C3CC3)nc3c2c(C)nn3-c2cccc(Cl)c2C)cc1	i	1	10%[57.1 µM]	5%[59 µM]	-2%	-12%	-2%	29%	-20%
47	Cc1ccccc1Oc1nc2ccccn2c(=O)c1/C=C(\C#N)c1nc2ccccc2[nH]1	nt	2	4%	2%[59 µM]	5%	1%	?	41%[activator]	nt

# Not all compounds are listed, so the mix of outcomes need not match the whole.
